Compound activity: PubChem, National Center for Advancing Translational Sciences (NCATS)
GAA inhib = qHTS Assay for Inhibitors of Human alpha-Glucosidase as a Potential Chaperone Treatment of Pompe Disease; Potency, µM (doses to about 76.9 µM), for inactives: at the top dose activity change, negative = inhibition, most hits filed as inhibitors; hit rate 0.005% among 200,000; purified human GAA, 4-MU-alpha-glucoside fluorescence; Lysosomal alpha-glucosidase (Homo sapiens), P10253; AID 1466, 2008;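 note: plate controls were uninhibited enzyme wells for no effect and no-enzyme background for full effect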
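qHTS format, compound range up to 77 uM. Human lysosomal enzyme at 4 nM, 400 uM 4-MU glucoside substrate, pH 5.0, 20 min room temperature; fluorescence after alkaline stop gives activity normalized to controls.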
aGlu spleen mod = qHTS Assay for Inhibitors and Activators of Human alpha-Glucosidase From Spleen Homogenate; Lysosomal alpha-glucosidase (Homo sapiens), P10253; hit rate 0.006% among 240,000; human spleen homogenate, 4-MU-alpha-glucoside fluorescence; Potency, µM (highest dose often 79.9 µM), inactives show top-dose activity change, negative = inhibition, most hits filed as inhibitors;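 note: 0% = enzyme with vehicle and -100% = no enzyme basal signal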
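Human spleen homogenate (1 ug) incubated with compounds and 1 mM 4-methylumbelliferyl-alpha-D-glucopyranoside in pH 5.0 citrate/phosphate buffer, 37 C, 40 min. Stopped at pH 10; 4-MU fluorescence (Ex 365/Em 440 nm); AC50 by Hill fit.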
RGS12 GoLoco inh = qHTS Assay for Inhibitors of RGS12 GoLoco Motif Activity (Red Fluorophore); Guanine nucleotide-binding protein G(i) subunit alpha-1 (Homo sapiens), P63096; Gai1:RGS12 GoLoco peptide FP, rhodamine, 10 min; Potency, µM (doses to about 61.6 µM), without a hit: top-dose activity, negative = inhibition, hits mostly inhibitors; hit rate 0.44% among 230,000; active = well fitted inhibition curve with a large enough effect, not every such curve was filed as active; inactive = no such curve, though single readings can be large or run the other way; note: % is set by controls: 0 for no effect and ±100 for the full control effect; nearly all actives have a fitted effect of over 30% in size; many of its hits are not listed in these tables
SMN2 splice up = qHTS Assay for Enhancers of SMN2 Splice Variant Expression; HEK293 SMN2-luciferase splicing reporter, luminescence, 30-36 h; Potency, µM (titrated, usually from 46.1 µM), without a hit: at the top dose activity change, positive = activation, most hits filed as activators; hit rate 2.8% among 210,000; AID 1458, 2008; note: % of control where 0% means no effect; nearly all actives have a fitted effect of over 55% in size
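HEK293 cells carry an SMN2 minigene-luciferase reporter in which exon 7 inclusion puts luciferase in frame. Cells were seeded at 2000 cells/well, attached for 10-12 hours, then exposed to compounds for 30-36 hours at 37C before ONE-Glo luminescence.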
KDM4E inh = qHTS Assay for Inhibitors of Human Jumonji Domain Containing 2E (JMJD2E). JMJD2E catalytic domain, FDH-coupled NADH fluorescence (FDH is formaldehyde dehydrogenase). Lysine-specific demethylase 4E (Homo sapiens), B2RXH2. Potency, µM (doses to about 57.1 µM), inactives show top-dose activity change, negative = inhibition, usual class: inhibitors. hit rate 1.6% among 230,000. AID 2147, 2009; active = well fitted inhibition curve with a large enough effect, not every such curve was filed as active; inconclusive = small, poorly fitted or top-dose-only effect, or another doubt; inactive = no such curve, though single readings can be large or run the other way;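 note: 0% = wells with enzyme and -100% = buffer wells without enzyme; nearly all actives have a fitted effect of over 50% in size; many of its hits are not listed in these tables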
Target sequence (B2RXH2 1-337 limits assumed): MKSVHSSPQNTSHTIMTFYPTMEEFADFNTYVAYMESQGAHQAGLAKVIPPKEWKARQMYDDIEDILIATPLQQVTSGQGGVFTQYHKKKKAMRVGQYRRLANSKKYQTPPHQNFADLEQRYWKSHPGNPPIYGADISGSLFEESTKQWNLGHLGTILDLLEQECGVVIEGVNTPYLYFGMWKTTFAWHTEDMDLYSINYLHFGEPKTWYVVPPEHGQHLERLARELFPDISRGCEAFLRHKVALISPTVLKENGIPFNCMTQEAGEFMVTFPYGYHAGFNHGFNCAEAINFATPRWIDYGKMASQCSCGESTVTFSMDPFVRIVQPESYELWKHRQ
GAA glycogen = qHTS Assay for Inhibitors and Activators of Human alpha-Glucosidase Cleavage of Glycogen; Lysosomal alpha-glucosidase (Homo sapiens), P10253; hit rate 0.38% among 300,000; Potency, µM (highest dose often 76.4 µM), without a hit: at the top dose activity change, negative = inhibition, actives largely listed as inhibitors; recombinant GAA, glycogen substrate, Amplex Red glucose oxidase fluorescence;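 note: 0% = full enzyme reaction and -100% = no-enzyme basal signal; the screen sought inhibitors and activators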
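Recombinant human enzyme (4 nM); glycogen substrate; 37 C, 40 min, pH 5.0. Readout: coupled glucose oxidase/Amplex Red fluorescence.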
GLA spleen mod = qHTS Assay for Inhibitors and Activators of Human alpha-Galactosidase From Spleen Homogenate; Alpha-galactosidase A (Homo sapiens), P06280; human spleen homogenate, 4MU-alpha-Gal fluorescence, 40 min; Potency, µM (top dose mostly 80 µM), inactives show at the highest dose activity change, negative = inhibition, most hits filed as inhibitors; hit rate 0.008% among 240,000; AID 2107, 2009;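 note: 0% = enzyme with vehicle and -100% = no enzyme basal signal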
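Spleen homogenate 1 ug + cpd (titration) + 4-MU-alpha-D-galactopyranoside 1 mM; 37C 40 min; 50 mM citrate/phosphate pH 5.0, 0.01% Tween-20; stop pH 10; fluorescence 365/440; AC50 via Hill.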
ALDH1A1 inh = qHTS Assay for Inhibitors of Aldehyde Dehydrogenase 1 (ALDH1A1); Aldehyde dehydrogenase 1A1 (Homo sapiens), P00352; Purified ALDH1A1, NADH fluorescence, propionaldehyde substrate; Potency, µM (series often up to 75.3 µM), for the others: at the highest dose activity, negative = inhibition, actives largely listed as inhibitors; hit rate 7.3% among 220,000; active = well fitted inhibition curve with a large enough effect, not every such curve was filed as active; inconclusive = small, poorly fitted or top-dose-only effect, or another doubt; inactive = no such curve, though single readings can be large or run the other way;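 note: plate controls were no enzyme wells and a reference inhibitor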
Target sequence (P00352 whole entry, looked up): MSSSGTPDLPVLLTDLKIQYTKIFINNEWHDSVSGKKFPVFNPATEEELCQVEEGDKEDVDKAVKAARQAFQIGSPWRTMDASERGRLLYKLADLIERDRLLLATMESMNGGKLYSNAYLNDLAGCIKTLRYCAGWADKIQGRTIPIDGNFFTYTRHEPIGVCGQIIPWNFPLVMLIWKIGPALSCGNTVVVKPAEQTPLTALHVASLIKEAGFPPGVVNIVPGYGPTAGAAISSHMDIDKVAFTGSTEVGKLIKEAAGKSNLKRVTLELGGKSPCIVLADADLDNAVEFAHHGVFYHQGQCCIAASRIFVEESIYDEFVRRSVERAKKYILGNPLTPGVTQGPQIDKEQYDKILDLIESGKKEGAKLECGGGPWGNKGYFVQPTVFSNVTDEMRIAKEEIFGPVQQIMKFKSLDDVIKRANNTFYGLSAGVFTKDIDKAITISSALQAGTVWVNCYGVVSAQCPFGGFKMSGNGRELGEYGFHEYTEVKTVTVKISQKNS
The depositor's hits bear a star; ? = inconclusive; nt = no result given; & = joins results of further samples; [ ] = dose if it differs, or a comment. Unless noted, calls come from the whole dose curve; as a rule, active = well fitted curve in the direction sought with a large enough effect; inconclusive = small, poorly fitted or top-dose-only effect, or another doubt; inactive = no such curve, though single readings can be large; an effect the other way counts as inactive or inconclusive. Potency is the fitted concentration of half-maximal effect. Some of the compounds tested, so the mix of outcomes need not match the whole.

No.	canonical_smiles	GAA inhib	aGlu spleen mod	RGS12 GoLoco inh	SMN2 splice up	KDM4E inh	GAA glycogen	GLA spleen mod	ALDH1A1 inh
1	CCN(CC)c1ccc(NC(=O)c2ccc3c(c2)c(C)c(C)n3C)cc1	-32%	-6%	36%[activator]	-28%	-25%	4%	6%	?
2	CCOC(=O)C1CCN(C(=O)CN(c2ccc(Oc3ccccc3)cc2)S(C)(=O)=O)CC1	14%	-4%	14%	nt	-9%	3%	-3%	-2%
3	O=C(O)CN(c1ccccn1)S(=O)(=O)c1ccc(Cl)cc1	-1%	-10%	-2%	2%	?	6%	-3%	?
4	CCOc1ncccc1C(=O)OCc1c(F)cccc1Cl	-14%	-9%	7%	3%	-16%	2%	0%	?
5	O=C(CSc1ccc(-c2ccccn2)nn1)N1CCCCC1	4%	-1%	3%	29%	-17%	5%	3%	?
6	O=C(c1cc(C(F)(F)F)cc(C(F)(F)F)c1)N1CCC2(CCCN(c3ncccn3)C2)CC1	nt	4%	6%	-19%	nt	nt	8%	-3%
7	CCCCNC(=O)c1[nH]c(C)c(C(C)=O)c1C	-4%	2%	1%	nt	8%	-6%	5%	4%
8	CCOC(=O)c1c(NC(=O)CC2SC(N)=NC2=O)sc2c1CCC(C)C2 (configuration not stated)	-14%	-3%	9%	-7%	3%	-5%	2%	16µM*
9	CN1C(=O)/C(=C/c2ccccc2Cl)Sc2ccc(C(=O)NCc3cccnc3)cc21	-5%	1%	6%	-38%[inhibitor]	?	-7%	5%	?
10	O=C(c1cc(C(=O)c2ccco2)cc(C(=O)c2ccco2)c1)c1ccco1	-5%	-6%	10%	-26%	-13%	13%	-3%	?
11	NC1=NC2CS(=O)(=O)CC2S1 (configuration not stated)	-4%	-5%	4%	7%	-9%	7%	-13%	-5%
12	COCCNC(=O)C1CC2Cn3c(nc4cc5ccccc5cc43)C2N1C (configuration not stated)	nt	-1%	-3%	nt	?	8%	-11%	nt
13	CCOc1ccc(C2CC(c3ccc(CC)cc3)Nc3nc(N)nn32)cc1 (configuration not stated)	6%	4%	-4%	3%	10%	3%	6%	4%
14	O=C(NC(=S)Nc1ncccn1)c1ccc(Cl)cc1Cl	-2%	7%	5%	nt	-4%	-1%	10%	20%
15	O=C(CCc1nc2ccccc2c(=O)[nH]1)NC1CCN(Cc2ccccc2)CC1	6%	4%	-4%	-9%	3%	7%	8%	6%
16	Cc1ccc(C(C(=O)NCC2CCCO2)N(Cc2ccccc2F)C(=O)Cn2nnc(-c3cccs3)n2)cc1 (configuration not stated)	-2%	-7%	7%	6%	6%	5%	-10%	?
17	O=C1C2C3C=CC(C3)C2C(=O)N1c1ccccc1 (configuration not stated)	13%	-2%	6%	12%	4%	11%	3%	-1%
18	O=[N+]([O-])c1ccccc1NC(=S)N/N=C/c1ccc(O)c(O)c1	-7%	-6%	4%	nt	25µM*	3.5µM*	-9%	-10%
19	Cc1cc(C)c(-c2c(O)c3cccc4c3n(c2=O)CCC4)c(C)c1	-1%	-1%	7%	-20%	?	4%	-4%	-1%
20	Cc1cc(=O)n2nc(-c3ccc(C(F)(F)F)cc3)sc2n1	-3%	2%	-15%	11µM*	7%	6%	11%	-2%
21	COCOc1cc(OC)ccc1C(=O)/C=C/c1cccc(C(F)(F)F)c1	nt	-6%	2%	-4%	9%	nt	0%	-4%
22	O=C(Cn1nnc(-c2ccc(F)cc2)n1)Nc1ccc2c(c1)OCCO2	1%	-1%	2%	8%	-9%	4%	-4%	4%
23	COc1nc2ccc(C)cc2cc1-c1noc(-c2ccccc2)n1	13%	-7%	16%	3%	?	-4%	-1%	-4%
24	CCCC(C)NC(=O)c1ccc(OCc2ccc(Cl)cc2)c(OC)c1 (configuration not stated)	1%	-2%	-13%	4%	-1%	8%	-6%	12%
25	CCOC(=O)c1c(NC(=O)CSc2nnc(C)s2)sc2c1CCC(C)C2 (configuration not stated)	-6%	3%	10%	-35%[inhibitor]	9%	-12%	-1%	?
26	O=C(CCc1c[nH]c2ccccc12)N/N=C/c1ccc2c(c1)OCO2	-22%	-4%	1%	-16%	6%	-6%	2%	3%
27	CN1CCC(NC(=S)NC2CC2)CC1	-1%	-19%	8%	-8%	-6%	-9%	5%	3%
28	S=c1[nH]nc(-c2ccc(Cl)cc2)n1/N=C/C=C/c1ccco1	nt	7%	8%	nt	?	?	0%	nt
29	FC(F)(F)c1cc(Oc2ccccc2)nc(-c2ccccn2)n1	4%	2%	3%	-3%	-8%	11%	1%	5%
30	CSc1nc2[nH]c3c(c2c2ncnn12)CCCC3	1%	-11%	5%	-45%[inhibitor]	-4%	-17%	-11%	1%

Numbers 1–7, reprinted for reference:
No.	canonical_smiles	GAA inhib	aGlu spleen mod	RGS12 GoLoco inh	SMN2 splice up	KDM4E inh	GAA glycogen	GLA spleen mod	ALDH1A1 inh
1	CCN(CC)c1ccc(NC(=O)c2ccc3c(c2)c(C)c(C)n3C)cc1	-32%	-6%	36%[activator]	-28%	-25%	4%	6%	?
2	CCOC(=O)C1CCN(C(=O)CN(c2ccc(Oc3ccccc3)cc2)S(C)(=O)=O)CC1	14%	-4%	14%	nt	-9%	3%	-3%	-2%
3	O=C(O)CN(c1ccccn1)S(=O)(=O)c1ccc(Cl)cc1	-1%	-10%	-2%	2%	?	6%	-3%	?
4	CCOc1ncccc1C(=O)OCc1c(F)cccc1Cl	-14%	-9%	7%	3%	-16%	2%	0%	?
5	O=C(CSc1ccc(-c2ccccn2)nn1)N1CCCCC1	4%	-1%	3%	29%	-17%	5%	3%	?
6	O=C(c1cc(C(F)(F)F)cc(C(F)(F)F)c1)N1CCC2(CCCN(c3ncccn3)C2)CC1	nt	4%	6%	-19%	nt	nt	8%	-3%
7	CCCCNC(=O)c1[nH]c(C)c(C(C)=O)c1C	-4%	2%	1%	nt	8%	-6%	5%	4%

Carrying on.
No.	canonical_smiles	GAA inhib	aGlu spleen mod	RGS12 GoLoco inh	SMN2 splice up	KDM4E inh	GAA glycogen	GLA spleen mod	ALDH1A1 inh
31	O=C(Cn1ncn2cccc2c1=O)N1CCCCC1	11%	-5%	2%	4%	-1%	8%	-27%	13%
32	Cc1ccc(NC(=S)NNC(=O)c2ccc(N3CCOCC3)c([N+](=O)[O-])c2)cc1Cl	-18%	-11%	4%	2%	2%	-24%	-6%	7.9µM*
33	CCOCCCNC(=O)c1cc2c(-c3ccc(Cl)cc3)nn(C)c2s1	-25%	2%	8%	-10%	?	0%	1%	?
34	COc1ccc(-n2c(=O)c(-c3ccc(F)cc3)nc3cnc(N4CCOCC4)nc32)cc1	nt	-1%	8%	nt	nt	nt	19%	-3%
35	O=C(NCc1cccnc1)c1ccc2c(=O)n(CCCN3CCCC3=O)c(=S)[nH]c2c1	12%	1%	-13%	-7%	4%	-17%	4%	6%
36	CCOCCCNC(=O)CCC(=O)NNc1nc2ccccc2c2nc(-c3ccccc3)nn12	1%	-10%	4%	-1%&7%	3%	?	5%	6%
37	CCOC(=O)C1=C(C)N=c2s/c(=C\c3ccc(OC(C)=O)cc3)c(=O)n2C1/C=C/c1ccccc1 (configuration not stated)	-4%	-1%	28%	-32%[inhibitor]	-8%	1%	-23%	?
38	CC(Sc1ccc(Cl)cc1)C(=O)Nc1ccc2c(c1)OCO2 (configuration not stated)	1%	0%	5%	10%	1%	-4%	3%	0%
39	CCN1CCN(C(=S)NC(CC(=O)c2ccccc2)c2ccccc2)CC1 (configuration not stated)	2%[15.4 µM]	0%	0%	nt	-12%	7%	-1%	-3%
40	NC(=O)c1ccc(NC(=O)C2CC2)cc1	3%	-13%	-1%	7%	-9%	-1%	-7%	-4%
41	CC(=O)c1oc2ccccc2c1N	3%	-11%	3%	5%	-4%	2%	-3%	11%
42	COc1ccc(NS(=O)(=O)c2ccc(/C=C/C(=O)O)cc2)cc1S(=O)(=O)N1CCOCC1	?	-11%	10%	nt	-5%	-6%	-1%	-8%
43	COCCCNC(=O)c1ccc2c(=O)n(CC3CCCO3)c(=S)[nH]c2c1 (configuration not stated)	7%	-4%	3%	-8%	3%	2%	8%	?
44	COc1cc(/C=N/Nc2snc(SC)c2C#N)ccc1O	-4%	-2%	-5%	6%	?	?	-11%	1%
45	COc1cc(CN(C(=S)NCC(=O)N2CCCC2)C2CCCC2)cc(OC)c1OC	0%	1%	0%	-6%	8%	1%	-8%	5%
46	CCOC(=O)c1cc2cc(CC(=O)c3ccc(OCC)cc3O)ccc2o1	-1%	4%	2%	-6%	-2%	-1%	1%	13%
47	C=CCN1c2ccccc2[C@]23C[C@@H](C(=O)OC)N(S(=O)(=O)c4cccs4)C2=NC(C(=O)OC)=C(C(=O)OC)[C@H]13	nt	9%[17.4 µM]	1%[14.2 µM]	5%[9.22 µM]	9%[11.4 µM]	nt	13%[17.5 µM]	12%[13.5 µM]
48	CN(C)S(=O)(=O)c1ccc(Cl)c(NC(=O)COC(=O)[C@@H]2CCCN2C(=O)c2cccs2)c1	-2%	-3%	4%	2%	4%	5%	-3%	-7%
49	Cc1cc2c(c(=O)n1C1CC1)C(c1cccc(Cl)c1)C(C#N)=C(N)O2 (configuration not stated)	-3%	0%	0%	13%	-3%	-8%	-5%	2%
50	CC(=O)c1cnc2n(c1=O)CCS2	1%	3%	5%	8%	-8%	5%	3%	9%
